Source: PubChem BioAssay
M1 ag: agonists of M1 muscarinic receptor; 64,000 tested, 3% active; CHO-M1 cells, Fluo-4 calcium fluorescence, agonist mode; stronger effect = higher value; AID 626; B-score at 10 µM;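 active means fluorescence rise, raw or as B-score row- and column-corrected plate score, outside the 99.7% band of its plate's samples, either direction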
M1 antagonist: antagonists of rat M1 muscarinic receptor; AID 628; B-score at 10 µM; 64,000 tested, 3.4% active; CHO-M1 cells, Fluo-4 calcium, ACh EC80 antagonist mode; stronger effect = lower value; P08482;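 active means calcium fluorescence response, raw or row-and-column corrected B-score, differing from the plate sample mean either way at a set confidence level, mostly lower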
TNAP act DEA: human TNAP activation, intermediate phosphate acceptor; 64,000 tested, under 10 active; P05186; activation factor at 20 µM; purified TNAP, CDP-star luminescence, 100 mM DEA, 30 min; stronger effect = higher value; scale: 0 levamisole-inhibited, 1 vehicle-only enzyme;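 active means activation factor of at least 2 at 20 µM, relative to controls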
Ecoli tolC: E. coli tolC mutant growth inhibition | E. coli BW25113 tolC mutant growth, OD615 | growth inhibition, % at 10 µM (by protocol) | 65,000 tested, 2.2% active;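 active means growth inhibition at or above a cutoff equal to the mean over every tested compound plus 3 SD, cut at about 60% in these data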;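 further: growth measured after 20 h incubation at 37 °C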
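signal = optical density read at 615 nm | test system = E. coli ΔtolC::kan strain BW25113 | timing = 20 h compound exposure of bacteria at 37 °C | buffer or medium = LB medium plus 50 µg/mL kanamycin | compound dosing = 10 µM final, single dose | evaluation = % inhibition of E. coli growth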
SF-1 act: activators of human nuclear receptor SF-1 | 65,000 tested, 1.9% active | Q13285 | activation, % at 10 µM | CHO-K1 Gal4-SF-1 LBD luciferase reporter; % increase over DMSO SF-1-specific signal;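 active means activation above the mean activation of all tested compounds plus 3 SD, cut at about 50% in these data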
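Test system: CHO-K1 cells co-transfected with Gal4 DBD–human SF-1 LBD, 5xGal4 luciferase reporter. Quantity: 4,000 cells per well. Compound: 10 µM only. Incubation: compound added 1 h post-seeding, 20 h exposure at 37 °C, 5% CO2. Detection: SteadyLite luciferase luminescence. Replication: one test per compound.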
NADH coupling: blocks coupling enzymes of NAD/NADH assays | IC50, µM (highest dose often 10 µM), without a hit: at the top dose inhibition | 65,000 tested, 0.02% active | AID 774 | coupled PK/LDH NADH assays, four targets;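 active means single-dose screening hits from any of four coupled enzyme assays that gave an IC50 when retested across doses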;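 further: the DPM-DC format reads NADH fluorescence rather than 340 nm absorbance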
RORa activator: activates the human nuclear receptor RORA; 65,000 tested, 1.5% active; P35398; CHO-K1 Gal4-RORA LBD luciferase reporter, luminescence; percent increase over mock-subtracted basal signal; activation, % at 10 µM;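 active means activation above the mean of all tested compounds plus 3 SD, cut at about 49% in these data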;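 further: 0% = DMSO-treated RORA cells and 100% = added signal equal to DMSO minus mock-transfected cells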
Ec RNAP inh: blocks E. coli RNA polymerase transcription; P0A8V2; fluorescence transcription assay; inhibition, %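 (tested at 10 µM)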; 62,000 tested, 0.2% active; in the data active means inhibition above about 20%;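 further: 0% = enzyme without compound and 100% = no enzyme blank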
Target sequence (P0A8V2 whole entry, looked up): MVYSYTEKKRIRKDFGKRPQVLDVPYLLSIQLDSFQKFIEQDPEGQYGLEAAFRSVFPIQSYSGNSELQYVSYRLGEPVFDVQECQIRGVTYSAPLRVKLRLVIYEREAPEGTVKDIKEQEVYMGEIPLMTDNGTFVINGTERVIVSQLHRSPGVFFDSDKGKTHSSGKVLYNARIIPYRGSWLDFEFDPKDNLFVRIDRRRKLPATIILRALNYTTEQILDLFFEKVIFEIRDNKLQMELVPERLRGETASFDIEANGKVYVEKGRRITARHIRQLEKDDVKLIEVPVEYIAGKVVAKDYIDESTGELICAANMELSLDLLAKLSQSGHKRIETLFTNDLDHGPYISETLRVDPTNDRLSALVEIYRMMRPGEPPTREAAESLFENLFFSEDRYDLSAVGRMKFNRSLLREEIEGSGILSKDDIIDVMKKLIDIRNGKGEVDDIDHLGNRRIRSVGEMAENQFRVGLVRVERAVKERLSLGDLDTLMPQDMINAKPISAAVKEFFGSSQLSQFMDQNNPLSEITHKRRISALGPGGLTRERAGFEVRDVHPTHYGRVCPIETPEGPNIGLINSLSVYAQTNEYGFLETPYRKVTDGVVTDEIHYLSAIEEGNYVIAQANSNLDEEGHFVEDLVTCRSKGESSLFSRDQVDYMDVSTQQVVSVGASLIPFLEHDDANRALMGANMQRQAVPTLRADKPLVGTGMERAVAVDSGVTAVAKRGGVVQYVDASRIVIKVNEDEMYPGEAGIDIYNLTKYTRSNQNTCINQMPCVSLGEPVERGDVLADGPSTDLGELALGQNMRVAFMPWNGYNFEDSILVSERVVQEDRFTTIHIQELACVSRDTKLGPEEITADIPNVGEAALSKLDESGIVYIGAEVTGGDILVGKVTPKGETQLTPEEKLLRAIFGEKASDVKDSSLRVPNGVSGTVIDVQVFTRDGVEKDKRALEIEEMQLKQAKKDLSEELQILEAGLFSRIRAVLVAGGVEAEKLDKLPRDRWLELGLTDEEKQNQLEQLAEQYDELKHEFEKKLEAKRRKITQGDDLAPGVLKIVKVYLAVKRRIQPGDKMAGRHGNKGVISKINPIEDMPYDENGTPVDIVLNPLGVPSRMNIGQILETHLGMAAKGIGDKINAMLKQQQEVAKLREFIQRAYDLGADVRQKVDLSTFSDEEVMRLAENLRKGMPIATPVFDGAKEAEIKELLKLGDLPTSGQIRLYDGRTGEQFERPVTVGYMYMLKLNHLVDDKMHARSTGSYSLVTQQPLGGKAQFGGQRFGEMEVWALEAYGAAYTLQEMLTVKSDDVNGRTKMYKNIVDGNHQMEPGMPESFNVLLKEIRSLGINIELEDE
Autofluor 339: intrinsic fluorescence of library compounds, ex339/em460 – biochemical, MLSMR library, data from DPM-DC assay, artefact control, profiling panel | compound autofluorescence, ex339/em460 nm, NADH buffer; stronger effect = higher value; 1 = no-compound wells, NADH background | fluorescence fold increase at 10 µM | 65,000 tested, 5.5% active;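 active means at 10 µM, mean starting fluorescence two-fold or more over control wells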;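 further: signal is the first read of a kinetic run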
* = called active by the depositor; nt = no result given; [ ] = another dose, or the depositor's remark.

SMILES	M1 ag	M1 antagonist	TNAP act DEA	Ecoli tolC	SF-1 act	NADH coupling	RORa activator	Ec RNAP inh	Autofluor 339
O=C(CC1Oc2ccccc2NC1=O)NCCCN1CCN(Cc2ccccc2)CC1 (stereo not drawn)	-0.15	-1.8	1	-14	13	8%	14	12	1.1
COc1ccc(CC(=O)Nc2ccc3c(c2)OCO3)cc1S(=O)(=O)N1CCOCC1	-0.053	0.59	1	-8	8	1%	-12	1	1
CCN(CC)C(=O)C1=C(C)NC(=O)NC1c1ccccc1F (stereo not drawn)	0.074	0.011	0.9	1	6	7%	10	4	1.1
CCOC(=O)C(C)Sc1nc2c(c(=O)[nH]c(=O)n2C)n1Cc1ccc(Cl)cc1 (stereo not drawn)	0.21	0.056	0.9	23	-12	4%	-6	2	1.1
Cc1ccc(C(=O)C2=C(O)C(=O)N(CCN3CCOCC3)C2c2ccccn2)o1 (stereo not drawn)	-0.04	-0.81	0.9	0	8	3%	14	nt	1.1
O=C(NCCc1c[nH]c2ccccc12)C1Cc2ccccc2CN1C(=O)c1ccco1 (stereo not drawn)	-0.56	0.0082	0.9	4	12	4%	5	6	1.1
CCOC(=O)c1[nH]nc(C(=O)c2ccc(Br)cc2)c1O	-0.22	0.2	0.9	-7	12	10%	3	4	1.1
CCOC(=O)C1CCN(C(=O)CCNC(=O)Cn2ccc3ccccc3c2=O)CC1	1.2	0	1	-12	-12	4%	-4	4	1.1
COCCN(CCOC)Cc1c(C)[nH]c2c(C)c(C)ccc2c1=O	nt	nt	0.9	-5	-3	5%	-5	8	1.1
Cc1nnc(C)n1N1C(=O)c2cccc3cccc(c23)C1=O	0.5	-0.7	0.9	-8	-4	7%	-9	-6	1.5
CCn1c(Cc2ccccc2)nnc1SCC(=O)Nc1nc(C)c(C)s1	-1.6	-1.1	0.9	-9	-9	7%	-18	3	1
O=C(CCn1nnc(-c2cccs2)n1)NCc1ccccc1Cl	-1.1	-0.0023	0.9	7	-11	3%	1	4	1
COc1ccc(NC(=O)CS(=O)CC(=O)NCc2cccc(C(F)(F)F)c2)cc1 (stereo not drawn)	-1	1.2	0.9	-1	4	3%	11	5	1.1
COc1ccc(-c2[nH]c(-c3cccc(OC)c3)nc2SCC(=O)NCc2ccco2)cc1	-1.1	-3.1*	0.9	67*	5	6%	15	7	1.7
C=CCn1cnc2c(c1=O)c1nc3ccccc3nc1n2/N=C/c1cc(OC)c(OC)c(OC)c1	11*	-2.2*	0.9	77*	-5	9%	-13	13	1
O=C(NCCN1CCOCC1)C1CC(=O)N(c2ccc(F)c(Cl)c2)C1 (stereo not drawn)	-0.042	-0.15	0.9	3	-14	3%	7	6	1
CCn1c(COc2cccc(C)c2)nnc1SCC(=O)Nc1cccc(C(=O)O)c1	-0.76	-0.98	0.9	3	4	6%	11	2	1.1
CCOC(=O)c1nnn(-c2nonc2N)c1CNc1ccccc1	nt	nt	0.8	0	3	3%	10	-3	1.1
CCOc1ccc(N(CC(=O)N2CCN(c3ccccc3)CC2)S(=O)(=O)c2c(C)noc2C)cc1	-0.11	0.18	0.9	22	-7	3%	16	4	1.1
Cc1c(C(=O)Nc2ccc3c(c2)OCCO3)sc2nc(-c3ccccc3)cn12	1.3	-0.72	nt	46	-20	2%	-37	nt	1.1
O=C(COc1ccccc1)Nc1nnc(-c2ccccc2)o1	-0.028	-0.019	0.9	21	10	6%	-10	7	1.1
O=C(NCC1COc2ccccc2O1)c1ccc(Cl)cc1 (stereo not drawn)	0.42	-0.26	0.9	23	60*	5%	32	-4	1
CCOC(=O)C1=C(C)N=C2SCCC(=O)N2C1c1cccs1 (stereo not drawn)	-0.042	0.0099	1.1	-8	-7	12%	-19	-3	1
CCOC(=O)CNC(=O)C(CO)NC(=O)OCc1ccccc1 (stereo not drawn)	0.086	-0.22	0.9	-10	1	10%	-2	5	1.2
Cc1nc(N2CCOCC2)c2cc(-c3ccccc3)sc2n1	1.4	-0.86	0.9	6	5	9%	1	3	2
O=C(CS(=O)(=O)c1ccccc1)N1CCCCCC1	0.53	0.11	0.9	-12	19	2%	29	nt	1.1
COc1ccc(CNc2nc3c(c(C(F)(F)F)n2)CCCCC3)cc1	-0.25	0.12	0.9	50	-13	3%	-7	13	1.4
CCOC(=O)c1c(C2COc3ccccc3O2)csc1NC(=O)c1ccco1 (stereo not drawn)	0.63	-0.071	0.9	-4	0	11%	-1	9	3.2*
COc1ccc2c(c1)N(C(=O)CSc1n[nH]c(C)n1)C(C)(C)C=C2C	0.61	0.68	1.1	-4	9	7%	-20	4	1.1
Cn1c(C(=O)OC(C(=O)NC2CCCC2)c2ccncc2)cc2sccc21 (stereo not drawn)	0.3	0.63	0.9	26	2	3%	-26	5	1
O=C1CC(c2cccs2)CC(O)=C1C=NCCN1CCNCC1 (stereo not drawn)	0.41	-0.57	0.9	-17	-4	8%	6	1	1.1
NC(=O)CSc1c[nH]c2ccccc12	-1.1	-0.5	0.9	22	2	2%	-7	nt	1.1
CC(C)CC(=O)Nc1ccc2oc(-c3cccnc3)nc2c1	-0.033	1.4	0.9	-1	32	4%[fluoresces]	46	-1	2.2*
N#C/C(C(=O)N1CCOCC1)=C1/SC=C(c2ccccc2)N1c1ccccc1	-0.48	-1.2	0.9	-5	2	3%	-1	8	1.1
COc1ccc(C(CC(=O)O)NC(=O)OC(C)(C)C)cc1 (stereo not drawn)	-1	0.31	0.8	-2	0	1%	-12	13	1
CCCc1nc(SCC(=O)N2CCC(Cc3ccccc3)CC2)c2c(=O)n(C)c(=O)n(C)c2n1	4*	-1.2	1	75*	23	3%	4	12	1.1
O=C(NCc1ccco1)C1CCN(S(=O)(=O)c2ccc(-n3cnnn3)cc2)CC1	0.0016	0.16	1	-10	-2	3%	1	6	1.1
CC1=C(C(=O)Nc2ccc(C)cc2)C(c2ccc(C)o2)C2=C(CC(C)(C)CC2=O)N1 (stereo not drawn)	0.17	0	1	13	15	3%	-3	3	1.3
Cc1ccc(C)c(NC2=CC(=O)CC(C)(C)C2)c1C#N	-0.15	-0.29	0.9	6	-16	1%	-6	7	1.2
COc1ccccc1NC(=O)CSc1nccc(=O)[nH]1	0.12	0	1	-24	8	8%	9	11	1.1

Whole records, quoted from the list.
`NC(=O)CSc1c[nH]c2ccccc12` in the list: M1 ag: -1.1; M1 antagonist: -0.5; TNAP act DEA: 0.9; Ecoli tolC: 22; SF-1 act: 2; NADH coupling: 2%; RORa activator: -7; Ec RNAP inh: nt; Autofluor 339: 1.1
`CCOC(=O)C1=C(C)N=C2SCCC(=O)N2C1c1cccs1` (stereo not drawn) in the list: M1 ag: -0.042; M1 antagonist: 0.0099; TNAP act DEA: 1.1; Ecoli tolC: -8; SF-1 act: -7; NADH coupling: 12%; RORa activator: -19; Ec RNAP inh: -3; Autofluor 339: 1
`Cc1nc(N2CCOCC2)c2cc(-c3ccccc3)sc2n1` in the list: M1 ag: 1.4; M1 antagonist: -0.86; TNAP act DEA: 0.9; Ecoli tolC: 6; SF-1 act: 5; NADH coupling: 9%; RORa activator: 1; Ec RNAP inh: 3; Autofluor 339: 2

Continuation:
SMILES	M1 ag	M1 antagonist	TNAP act DEA	Ecoli tolC	SF-1 act	NADH coupling	RORa activator	Ec RNAP inh	Autofluor 339
Cc1cc(=O)c2n(Cc3ccccc3Cl)nc[n+]2[nH]1	0.35	0.31	0.9	2	-11	4%	-3	57*	1
COc1ccc(S(=O)(=O)N2CCN(c3ccccc3OC)CC2)cc1OC	-1.2	-0.052	0.9	12	-3	4%	-23	9	1.1
C/C(O)=C\c1nc(=O)c2c(C)cc(C)nc2n1-c1ccccc1	-0.13	-0.0036	1	14	0	7%	-12	6	1.1
C/C(CC(O)(/C=N/O)c1ccccc1)=N\O (stereo not drawn)	-0.031	0.58	1	-7	0	3%	0	3	1
CC(C)CNC(=O)c1ccccc1NC(=O)c1ccc(CN2CCOCC2)cc1	-0.22	-0.42	0.8	-5	-17	3%	-24	5	1.1
O=C(c1cccs1)N1CCN(Cc2nc3ccccc3c(=O)[nH]2)CC1	-0.13	0.27	0.9	-16	-5	4%	-18	-1	1.1
O=c1cc(CNC2CCCCC2)c2ccccc2[nH]1	-3*	-0.2	1	1	9	2%	-19	2	1.1
Cc1sc2nc(SCC(=O)NCCO)n(C)c(=O)c2c1C	-0.62	0.6	0.9	-2	nt	2%	nt	11	0.95
NC(=O)C1(N2CCCCC2)CCN(C(=O)CSc2nc3ccccc3[nH]2)CC1	0.43	0.66	nt	1	5	0%	4	nt	1.1
COCCCN(C)C1CCN(C(=O)Nc2ccc(F)cc2)CC1	0.049	0.51	0.8	-5	25	2%	14	2	1
COc1ccc(CNC(=O)CCS(=O)(=O)c2cccc3nonc23)cc1	0.014	-0.56	1	0	-6	4%	-20	0	1.1
CC1(C)CC2CC(C)(CN2C(=O)C23CCC(C)(C(=O)O2)C3(C)C)C1 (stereo not drawn)	0.55	-0.2	0.9	7	11	6%	2	0	1.1
O=C(Nc1cc(Cl)ccc1N1CCOCC1)c1cnccn1	0.16	0.31	0.9	-4	-7	3%	13	4	1.1
CCOC(=O)c1c(NC(=O)Cc2cccs2)sc(C(=O)N2CCCCC2)c1C	-0.21	0.028	0.8	5	7	7%	-7	5	1.1

Structural class, those above with a cyano group (two)
SMILES	M1 ag	M1 antagonist	TNAP act DEA	Ecoli tolC	SF-1 act	NADH coupling	RORa activator	Ec RNAP inh	Autofluor 339
N#C/C(C(=O)N1CCOCC1)=C1/SC=C(c2ccccc2)N1c1ccccc1	-0.48	-1.2	0.9	-5	2	3%	-1	8	1.1
Cc1ccc(C)c(NC2=CC(=O)CC(C)(C)C2)c1C#N	-0.15	-0.29	0.9	6	-16	1%	-6	7	1.2

Some of the entries so far, with values under each structure.
Value order: M1 ag, M1 antagonist, TNAP act DEA, Ecoli tolC, SF-1 act, NADH coupling, RORa activator, Ec RNAP inh, Autofluor 339
COc1ccc(S(=O)(=O)N2CCN(c3ccccc3OC)CC2)cc1OC
 : -1.2, -0.052, 0.9, 12, -3, 4%, -23, 9, 1.1
C/C(O)=C\c1nc(=O)c2c(C)cc(C)nc2n1-c1ccccc1
 : -0.13, -0.0036, 1, 14, 0, 7%, -12, 6, 1.1
